TGFb SMAD3 inh: TGF-b pathway inhibition | HepG2 CAGA-GFP TGF-b/SMAD3 reporter, GFP fluorescence, 18 h; TGF-beta stimulated, 500 pg/mL final | Potency, µM (top dose mostly 46.1 µM), without a hit: at the highest dose activity, negative = inhibition, usual class: inhibitors | hit rate 1.2% among 410,000; note: potency is the fitted concentration of half-maximal effect; % is set by controls: 0 for no effect and ±100 for the full control effect; nearly all actives have a fitted effect of over 65% in size
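Cell-based qHTS in HEPG2 carrying a CAGA-GFP Smad reporter; compounds added before 500 pg/mL final TGF-beta, 18 h incubation at 37 degrees C, GFP fluorescence quantified per cell by imaging cytometry.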
MCF10A rerep: DNA re-replication induction in MCF 10a cells. MCF 10A DNA re-replication, Hoechst nuclear intensity, 48 h. Potency, µM (highest dose often 46.1 µM), inactives show at the top dose activity, positive = re-replication, usual class: activators. hit rate 2.9% among 350,000. AID 624296; note: potency is the fitted concentration of half-maximal effect; % of control where 0% means no effect; nearly all actives have a fitted effect of over 50% in size
Nrf2 activator: activates Nrf2 signaling | AREc32 ARE-luciferase reporter (MCF7-derived line), luminescence, 24 h | AID 624171 | Potency, µM (doses to about 46.1 µM), without a hit: at the top dose activation, actives largely listed as activators | hit rate 0.31% among 410,000; note: potency is the fitted concentration of half-maximal effect; % of control where 0% means no effect; nearly all actives have a fitted effect of over 65% in size
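AREc32 cells carrying an ARE-driven firefly luciferase reporter were seeded at 1000 cells/well in OPTI-MEM with 5% FBS, then exposed to compound for 24 hr at 37 deg C. Luminescence was read with Steady-Glo after 30 min at RT.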
A549 viability: kills or reduces viability of A549 cells in Nrf2 counter-screen; A549 ARE-Fluc cells, CellTiter-Fluor viability, 18-24 h; Potency, µM (doses to about 46 µM), inactives show at the highest dose activity change, negative = cytotoxicity, usual class: inhibitors; hit rate 0.16% among 390,000; AID 504648; note: potency is the fitted concentration of half-maximal effect; % is set by controls: 0 for no effect and ±100 for the full control effect
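Cytotoxicity counterscreen: CellTiter-Fluor fluorescence was measured in A549 ARE_Fluc cells after 18-24 h of compound exposure in a concentration series. The subsequent BugLite luminescent read reports ARE-luciferase activity.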
IL1B secr inh: blocks inflammasome-driven IL-1 beta release | hit rate 4.7% among 360,000 | activity change, % at 57.5 µM | THP-1 LPS/ATP IL-1B secretion, AlphaLISA, 16 h; hits give low values; in the data active = activity change below about -50%; inconclusive = mostly about -30% to -49%; note: % is set by controls: 0 for no effect and ±100 for the full control effect
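Secreted IL-1B measured by AlphaLISA bead assay after 16 h compound exposure of THP-1 cells; compounds (final up to 57.5 uM) added 1 h before LPS (250 ng/mL) and ATP (1.25 mM) stimulation; lower signal means less secretion.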
Nrf2 block: blocks Nrf2 signaling. A549 ARE-Fluc reporter, luciferase luminescence, 18-24 h. Potency, µM (titrated, usually from 46 µM), without a hit: at the highest dose activity change, negative = inhibition, usual class: inhibitors. hit rate 2.1% among 360,000. AID 504444; note: potency is the fitted concentration of half-maximal effect; % is set by controls: 0 for no effect and ±100 for the full control effect; nearly all actives have a fitted effect of over 60% in size
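A549 ARE_Fluc cells, 5000/well, 5% FBS OPTI-MEM; compounds in dose-response, 18-24 h at 37 °C/5% CO2; CellTiter-Fluor viability read (Ex 405/Em 525), then BugLite luciferase luminescence = Nrf2 activity.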
S2 tox: reduces viability in counter-screen for ATXN expression inhibitors; Potency, µM (titrated, usually from 56.7 µM), hits mostly cytotoxic; hit rate 0.49% among 400,000; AID 651635; S2 cells (HEK-293 line with an ATXN2-luciferase reporter) viability, CellTiter-Fluor protease fluorescence, 24 h; note: potency is the fitted concentration of half-maximal effect; nearly all actives have a fitted effect of over 40% in size
ATXN2 expr inh: inhibitors of ATXN2 expression; HEK-293 ATXN2-luciferase reporter, luminescence, 24 h; Potency, µM (top dose mostly 57 µM), without a hit: at the top dose activity change, negative = inhibition, actives largely listed as inhibitors; hit rate 0.72% among 360,000; note: potency is the fitted concentration of half-maximal effect; % is set by controls: 0 for no effect and ±100 for the full control effect; nearly all actives have a fitted effect of over 55% in size
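qHTS (up to 57 uM final) was run with 24 h compound exposure of reporter cells at 37 °C. Each well was multiplexed: SteadyGlo luminescence measured ATXN2-luciferase expression after a fluorogenic Gly-Phe-AFC viability readout (25 uM final).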
HepG2 viability: counter-screen for TGF-b inhibitors: cytotoxicity in HepG2 cells; HepG2 CAGA-GFP viability, ATP luminescence, 18 h; Potency, µM (highest dose often 46.1 µM), for inactives: at the top dose activity change, negative = cytotoxicity, actives largely listed as cytotoxic; hit rate 0.76% among 410,000; AID 588856; note: potency is the fitted concentration of half-maximal effect; some results filed as inactive show a strong effect at the top dose
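CellTiter-Glo luminescence gave cytotoxicity after 18 hours at 37 degrees C. The cells were HepG2 CAGA-GFP in 1% FBS DMEM, stimulated with 500 pg/mL TGF-beta after compound addition. %Activity was normalised to no-cell wells (complete cell-killing) and DMSO (no toxicity), and curves were fitted and classified.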
* marks the source's active call; other numbers are inactive results; i = inactive; ? = inconclusive; · = not tested or not shown; [ ] = dose if it differs, or a comment. Unless noted, calls come from the whole dose curve; as a rule, active = well fitted curve in the direction sought with a large enough effect; inconclusive = small, poorly fitted or top-dose-only effect, or another doubt; inactive = no such curve, though single readings can be large; an effect the other way counts as inactive or inconclusive. Some of the compounds tested; count on the stated rates, not on these rows.

SMILES	TGFb SMAD3 inh	MCF10A rerep	Nrf2 activator	A549 viability	IL1B secr inh	Nrf2 block	S2 tox	ATXN2 expr inh	HepG2 viability
CC1(C(=O)O)CC12c1ccccc1-c1ccccc12 (centres undefined)	1%	-1%	0.2%	2%	20	-1%	i	7%	19%
CSc1nnc([C@@H](N)Cc2c[nH]c3ccccc23)o1	-10%	1%	6.1%	-1%	8	-9%	i	-14%	-1%
Cc1ccc(OCC(=O)NCCN2CCN(C(=O)COc3ccc(C)cc3)CC2)cc1	?	-23%	-0.3%	12%	-19	11%	i	-4%	-18%
CCCCn1c(O)c(/C=C/C=Nc2ccccc2)c(=O)[nH]c1=O	27%	0%	1.9%	-15%	14	9%	?	-2%	-1%
O=C1C2CCN(CC2)C1Cc1ccc(OCc2ccccc2)cc1 (centres undefined)	-5%	10%	3.5%	15%	?	21%	i	-2%	-2%
C[C@H](CO)N1C[C@H](C)[C@@H](CN(C)C(=O)Oc2ccc3ccccc3c2)OCc2cnnn2CCCC1=O	?	·	0.3%	·	-5	·	i	-14%	-29%
Fc1ccc(CNCCc2ccccc2)cc1	-3%	0%	-0.4%	4%	-20	-1%	i	-13%[11.3 µM]	-32%
O=C(Cc1n[nH]c(=O)c2ccccc12)OCc1c(Cl)cccc1Cl	6%	?	-0.7%	0%	12	?	i	109%[activator]	3%
CCCCCCCCN1C(=O)[C@H](CC(=O)NCCCC)C[C@@]2(C(=O)OCC)CCCC=C12	·	·	0.0%	·	0	·	?	0%	·
COC(=O)C1=C(c2cccc(OCc3ccccc3)c2)C[C@@H]2CC[C@H]1N2C(=O)NCc1ccc(OC)cc1	-63%	?	0.3%	-6%	-18	?	?	-25%	-14%
COc1ccc(S(=O)(=O)Nc2ccccc2OC)cc1N=Nc1c(O)[nH]c(=S)[nH]c1=O	?	21µM*	-0.6%	-20%	0	?	·	?	-62%
CCCCOC(=O)n1c(=O)oc2ccccc21	?	3%	7.9%	-5%	-13	·	i	39%	1%
CC(=O)Nc1ccccc1C(=O)OCC(=O)Nc1ncccn1	6%	-1%	0.2%	0%	5	?	i	4%	-2%
CCCOP(=O)(OCCC)C(Nc1cccc(C(F)(F)F)c1)c1ccc(C)cc1 (centres undefined)	?	-8%	0.2%	3%	-2	·	i	-16%	-17%
O=C(Nc1nc2ccccc2s1)c1cccn(Cc2ccccc2)c1=O	-8%	·	7.8%	-16%	·	·	i	0%	-7%
CN(C)c1ccc(P(=O)(Nc2ccc([N+](=O)[O-])cc2)N2CCOCC2)c(NC(=O)c2cccs2)c1 (centres undefined)	?	5%	20%	-11%	21	-15%	i	3%	-16%
CCN(CC(=O)Nc1ccc(C#N)c(Cl)c1)CC(=O)NC1CCS(=O)(=O)C1 (centres undefined)	-19%	2%	0.3%	-1%	5	-23%	i	-11%	-9%
COc1ccccc1N1CCN(Cc2ccc(Cl)cc2Cl)CC1	-21%	6%	-0.5%	-3%	-3	3%	i	-12%	-31%
CN1CCN(C(=O)COc2ccc(Oc3ccccc3)cc2)CC1	-8%	?	0.2%	2%	0	7%	i	11%	0%
COc1ccccc1OCCCn1cc(C=O)c2ccccc21	?	-2%	6.5%	5%	?	?	·	9%[11.3 µM]	-12%
c1csc(-c2nnc(COc3ccc4c(c3)OCO4)o2)c1	7%	0%	3.0%	4%	-1	?	i	·	2%
COC(=O)C1=C(c2cccc(OCc3ccccc3)c2)C[C@@H]2CC[C@H]1N2C(=O)NCc1ccccc1C(F)(F)F	-1%	-10%	6.1%	-11%	-11	?	i	-8%	-11%
C[N+](C)(C)CC(=O)Nc1ccc(Cl)cc1C(=O)c1ccccc1	6%	-3%	2.1%	0%	-6	14%	i	-10%	0%
COc1ccc(N2CCN(C(=O)C3CCCN(S(=O)(=O)c4ccc5c(c4)CCCN5C(C)=O)C3)CC2)cc1 (centres undefined)	?	·	0.0%	2%	·	·	·	·	-21%
S=C(NCCc1ccccc1)N1Cc2cc(Br)ccc2-n2nncc2C1	?	·	5.9%	·	-23	·	?	-37%	-1%
CC(=O)Nc1ccc(OC(=O)N(C)c2ccc(C)cc2)cc1	14%	1%	0.3%	-2%	-9	-4%	i	·	0%
CC(O)(CS(=O)(=O)c1cccc(C(F)(F)F)c1)C(=O)Nc1cccc(C(F)(F)F)c1 (centres undefined)	-24%	0%	1.6%	11%	-5	?	i	-16%	-19%
CCC(C)c1ccc(N2C(=O)NC(=O)/C(=C/c3cccn3CCOc3ccc(C)cc3)C2=O)cc1 (centres undefined)	-4%	21µM*	-1.2%	2%	0	-2%	i	7%	-8%
O=C(Cn1cnc2ccccc2c1=O)NCc1ccco1	-6%	12%	0.1%	0%	0	?	i	0%	-3%
CCC1(CC)C(=O)N(Cc2ccccc2)C(=O)N(Cc2ccccc2)C1=O	-31%	6%	0.1%	-2%	-6	-24%	i	-28%	-7%
COC(=O)C(C)Oc1ccc(Cc2ncc(C(F)(F)F)cc2Cl)cc1 (centres undefined)	17%	1%	-0.4%	0%	21	-1%	?	·	-3%
Cc1ccc(NC(=O)CN2C(=O)CN=C(c3ccccc3)c3cc(Cl)ccc32)cc1	?	?	-0.2%	-8%	-66*	-18%	?	?	-33%
C/C=C(\C)C(=O)N[C@@H](c1ccccc1)[C@@H](O)C(=O)O[C@H]1C[C@@]2(O)[C@@H](OC(=O)c3ccccc3)C3[C@](C)(C(=O)[C@H](OC(C)=O)C(=C1C)C2(C)C)[C@H](O)C[C@H]1OC[C@@]31OC(C)=O (some centres undefined)	?	0.23µM*	2.9%	-19%	41	-3%	?	-27%	-2%
C[C@]12CC[C@@H](O)C[C@@H]1CC[C@@H]1[C@@H]2CC[C@]2(C)[C@@H](O)CC[C@@H]12	3%	?	-1.2%	-3%	13	-22%	i	-7%	-36%
Cc1cccc(N=Nc2ccc(N(C)C)cc2)c1	3%	-9%	6.7%	?	-22	?	?	29%	0%
COc1ccc2[nH]c3c(c2c1)CCNC3	33%	1%	1.2%	0%	-19	15%	i	0%	19%
COC1CCC(OC2CC(C3(C)CCC4(CC(O)C(C)C(C(C)/C=C(\C)C(=O)C(C)CC(C)C(=O)O)O4)O3)OC3(OC(C4OC(O)(CO)C(C)CC4C)CC3C)C2C)OC1C (centres undefined)	?	1.5µM*	7.8%	0.65µM*	-54*	0.41µM*	·	?	-5%
Cc1cc(/C=C2\C(=O)NC(=O)N(c3ccc(Br)cc3)C2=O)c(C)n1C	1%	14%	4.3%	-2%	11	?	i	·	1%
C/C(=N\NC(N)=O)c1c(O)n(C)c(=O)n(C)c1=O	21%	4%	-0.5%	1%	16	10%	i	·	6%
CCCCc1nc2ccccc2c(=O)n1-c1ccccc1O	0%	?	-0.1%	-11%	2	-1%	?	4%	-3%
O=C(c1sc2ccccc2c1Cl)N1CCC2(CC1)OCCO2	17%	0%	0.8%	4%	14	29%	i	14%	-30%
CC(C)OP(=O)(OC(C)C)C(O)c1cccnc1 (centres undefined)	9%	-2%	-0.7%	2%	16	1%	i	9%	-16%
Cc1nn(Cc2ccccc2)c(Cl)c1C(=O)OCC(=O)NCC1CCCO1 (centres undefined)	5%	-2%	0.1%	2%	19	-5%	i	·	20%
CCC(C)n1c(O)c(C=Nc2cccc(C(F)(F)F)c2)c(=O)[nH]c1=S (centres undefined)	-12%	6%	0.3%	-6%	5	-13%	i	-21%	-21%
COc1ccc(-n2c(O)c(C=NCCN3CCN(C(C)=O)CC3)c(=O)[nH]c2=S)cc1	-1%	3%	1.3%	1%	34	3%	i	12%	-5%
CCN1CCN(/C=N/c2nc(C)cs2)CC1	25%	-1%	0.4%	2%	15	?	i	14%	11%
CC1=NN(c2ccccc2)C(=O)/C1=C/c1c(O)[nH]c(=O)[nH]c1=O	5%	-6%	0.1%	-7%	20	1%	i	19%[11.3 µM]	-3%
CC1CCC(C(=O)NC(C(=O)N2CCC3(CC2)OCCO3)C(C)C)CC1 (centres undefined)	?	1%	-0.3%	·	7	-10%	i	-14%	-22%
O=[N+]([O-])c1ccc(NCc2ccc(Cl)cc2)c2ccncc12	-1%	2%	6.2%	-5%	-57*	-12%	?	-10%	3%
CC(C)(C)n1cc(C(=O)c2ccc3ccccc3c2O)cn1	-1%	?	6.0%	0%	-52*	?	i	?	5%

For reference, 3 of the compounds above.
SMILES	TGFb SMAD3 inh	MCF10A rerep	Nrf2 activator	A549 viability	IL1B secr inh	Nrf2 block	S2 tox	ATXN2 expr inh	HepG2 viability
O=C(c1sc2ccccc2c1Cl)N1CCC2(CC1)OCCO2	17%	0%	0.8%	4%	14	29%	i	14%	-30%
CC(C)OP(=O)(OC(C)C)C(O)c1cccnc1 (centres undefined)	9%	-2%	-0.7%	2%	16	1%	i	9%	-16%
Cc1nn(Cc2ccccc2)c(Cl)c1C(=O)OCC(=O)NCC1CCCO1 (centres undefined)	5%	-2%	0.1%	2%	19	-5%	i	·	20%

Other results
SMILES	TGFb SMAD3 inh	MCF10A rerep	Nrf2 activator	A549 viability	IL1B secr inh	Nrf2 block	S2 tox	ATXN2 expr inh	HepG2 viability
CCOc1ccc(CNC(=O)CCn2c(=O)oc3ccccc32)cc1	25%	7%	0.0%	2%	23	24%	i	1%	0%
COc1ccc(C(=O)C2CCCN(Cc3ccsc3)C2)cc1OC (centres undefined)	4%	10%	-0.2%	1%	-5	22%	?	-5%	-15%
CCCCn1c(O)c(/C=N/NC(=O)c2ccncc2)c(=O)[nH]c1=O	32%[activator]	?	-0.1%	-8%	3	8%	i	8%	19%
C=Cn1ccnc1P(=S)(c1cc(N(CC)CC)ns1)c1nccn1C=C	-4%	?	-0.1%	0%	-5	?	i	-11%	-35%
